KB-3-1 cytotox: qHTS assay for MDR1-selective chemotherapeutics: Primary screen using the parental adenocarcinoma cell KB-3-1; Potency, µM (doses to about 46.1 µM), for the others: at the highest dose activity change, negative = cytotoxic, most hits filed as cytotoxic; 400,000 compounds, 1.4% hits; KB-3-1 viability, CellTiter-Glo ATP luminescence, 72 h; also: potency is read from the fitted curve at half-maximal effect; % is scaled to controls: 0 for no effect and ±100 for the full control effect; nearly all actives have a fitted effect of over 60% in size
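72 h, 37 °C compound treatment of KB-3-1 parental cells; CellTiter-Glo added, 10 min, luminescence read. Data corrected against DMSO-only plates and normalized before curve fitting.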
HT1080-NT tox: qHTS for induction of synthetic lethality in tumor cells producing 2HG: qHTS for the HT-1080-NT fibrosarcoma cell line; HT-1080-NT fibrosarcoma viability, CellTiter-Glo ATP luminescence, 48 h; Potency, µM (highest dose often 46.1 µM), inactives show top-dose activity, negative = less viability, hits mostly cytotoxic; 360,000 compounds, 1.6% hits;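 also: NT is the 2HG producing partner of a matched IDH1 knockdown line; potency is read from the fitted curve at half-maximal effect; 0% = DMSO-treated cells and -100% = media-only wells without cells; nearly all actives have a fitted effect of over 55% in size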
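Compounds were tested in concentration-response format on HT-1080-NT cells for 48 hours at 37 degrees C. Cell viability came from CellTiter-Glo luminescence; curves were classified by r2, response magnitude and activity.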
HT1080 IDH1KD tx: qHTS for induction of synthetic lethality in tumor cells producing 2HG: qHTS for the HT-1080-IDH1KD cell line; HT-1080 IDH1 knockdown viability, ATP luminescence, 48 h; Potency, µM (top dose mostly 46.1 µM), for inactives: at the highest dose activity, negative = toxicity, most hits filed as cytotoxic; 360,000 compounds, 2% hits;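 also: potency is read from the fitted curve at half-maximal effect; 0% = DMSO wells and -100% = cell-free medium wells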
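Using the IDH1-knockdown HT-1080 line run in the same batch and compound series as the NT line, viability after 48 h at 37 °C was determined by CellTiter-Glo luminescence and expressed as % activity.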
IL-1B inflam inh: qHTS for Inhibitors of Inflammasome Signaling: IL-1-beta AlphaLISA Primary Screen. THP-1 LPS/ATP IL-1B secretion, AlphaLISA, 16 h; active compounds read low. activity change, % at 57.5 µM. 360,000 compounds, 4.7% hits. AID 743279, 2014; in the data active = activity change below about -50%; inconclusive = mostly about -30% to -49%; also: % is scaled to controls: 0 for no effect and ±100 for the full control effect
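Secreted IL-1B measured by AlphaLISA bead assay after 16 h compound exposure of THP-1 cells; compounds (final up to 57.5 uM) added 1 h before LPS (250 ng/mL) and ATP (1.25 mM) stimulation; lower signal means less secretion.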
ATXN2 expr inh: Primary qHTS for Inhibitors of ATXN expression; HEK-293 ATXN2-luciferase reporter, luminescence, 24 h; Potency, µM (highest dose often 57 µM), for the others: at the top dose activity change, negative = inhibition, hits mostly inhibitors; 360,000 compounds, 0.72% hits; also: potency is read from the fitted curve at half-maximal effect; % is scaled to controls: 0 for no effect and ±100 for the full control effect; nearly all actives have a fitted effect of over 55% in size
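qHTS (up to 57 uM final) was run with 24 h compound exposure of reporter cells at 37 °C. Each well was multiplexed: SteadyGlo luminescence measured ATXN2-luciferase expression after a fluorogenic Gly-Phe-AFC viability readout (25 uM final).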
MCF10A rerep: A quantitative high throughput screen for small molecules that induce DNA re-replication in MCF 10a normal breast cells; MCF 10A DNA re-replication, Hoechst nuclear intensity, 48 h; Potency, µM (doses to about 46.1 µM), for the others: top-dose activity, positive = re-replication, usual class: activators; 350,000 compounds, 2.9% hits; AID 624296, 2012; also: potency is read from the fitted curve at half-maximal effect; % of control where 0% means no effect; nearly all actives have a fitted effect of over 50% in size
KB-V1 MDR tox: qHTS assay for MDR1-selective chemotherapeutics: Primary screen using the drug-selected MDR subline cells KB-V1. KB-V1 MDR cells viability, CellTiter-Glo, 72 h. 400,000 compounds, 3.4% hits. Potency, µM (series often up to 46.1 µM), for inactives: top-dose activity change, negative = cytotoxicity, usual class: cytotoxic; also: potency is read from the fitted curve at half-maximal effect; % is scaled to controls: 0 for no effect and ±100 for the full control effect; nearly all actives have a fitted effect of over 60% in size
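qHTS viability screen in drug-selected KB-V1 MDR cells: 72 h compound treatment at 37 degrees C, ATP luminescence end point.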
ATXN viability: Viability Counterscreen for Primary qHTS for Inhibitors of ATXN expression | S2 cells (HEK-293 line with an ATXN2-luciferase reporter) viability, CellTiter-Fluor protease fluorescence, 24 h | Potency, µM (doses to about 56.7 µM), most hits filed as cytotoxic | 400,000 compounds, 0.49% hits; also: potency is read from the fitted curve at half-maximal effect; nearly all actives have a fitted effect of over 40% in size
SW480 rereplic: A quantitative high throughput screen for small molecules that induce DNA re-replication in SW480 colon adenocarcinoma cells; SW480 DNA re-replication, Hoechst DNA content imaging, 48 h; Potency, µM (series often up to 46.1 µM), for inactives: at the highest dose re-replication activation, actives largely listed as activators; 340,000 compounds, 1.8% hits; AID 624297, 2012; also: potency is read from the fitted curve at half-maximal effect; % of control where 0% means no effect; nearly all actives have a fitted effect of over 55% in size
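Quantitative HTS format with DMSO vehicle controls; 48 hr drug incubation at 37 C, then 40 min Hoechst staining and scanning imager measurement at 405 nm excitation.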
* marks the source's active call; other numbers are inactive results; i = inactive; ? = inconclusive; · = not tested or not shown; [ ] = another dose, or the depositor's remark. Unless noted, calls follow the shape of the dose curve; as a rule, active = well fitted curve in the direction sought with a large enough effect; inconclusive = small, poorly fitted or top-dose-only effect, or another doubt; inactive = no such curve, though single readings can be large; an effect the other way counts as inactive or inconclusive. An unsorted share of the library (roughly 11% active in at least one column).

SMILES | KB-3-1 cytotox | HT1080-NT tox | HT1080 IDH1KD tx | IL-1B inflam inh | ATXN2 expr inh | MCF10A rerep | KB-V1 MDR tox | ATXN viability | SW480 rereplic
CCC1CCCCN1CCCNC(=O)C1CCN(c2ncnc3c2nc2n3CCCCC2)CC1 (configuration not stated) | -4% | -1% | -1% | -22 | 8% | -2% | 9% | i | -2%
O=C(c1ccco1)N1CCN(C(=O)C23CC4CC(CC(C4)C2)C3)CC1 | -5% | 12% | 10% | -5 | -5% | 18% | ? | i | 3%
CC(C)NC(=O)/C(C#N)=C\c1ccc(N(C)C)o1 | 11% | 8% | 17% | -8 | 15% | -1% | -22% | i | -3%
COC(=O)c1ccccc1NC(=O)CSc1nncn1-c1ccccn1 | 1% | -11% | -2% | 18 | -4% | -2% | -21% | i | -2%
COc1ccccc1CN(C(=O)c1ccco1)C(C(=O)NC1CCCC1)c1ccncc1 (configuration not stated) | 10% | 9% | 13% | -12 | -8% | -3% | -1% | i | 1%
COC(=O)C(NC=O)C(O)(Cc1ccccc1)C(F)(F)F (configuration not stated) | -5% | -6% | -2% | 40 | 35% | 1% | 1% | i | 2%
COc1cc(-c2ccc3oc(-c4ccsc4)c(C#CC4(O)CCCCC4)c3c2)cc(OC)c1OC | -4% | -1% | -16% | · | -33% | 18µM* | -28% | ? | ?
CCc1ccc(NC(=S)NCC2CCCN2CC)cc1 (configuration not stated) | 3% | 6% | 5% | 16 | -7% | 1% | -10% | i | 3%
O=C(Nc1ccc(Cl)cc1F)C1CCN(S(=O)(=O)c2cccnc2)CC1 | -5% | 3% | 8% | 15 | -9% | -11% | -8% | i | 1%
Nc1nc2n(n1)C(c1cccs1)CC(c1ccccc1)N2 (configuration not stated) | 12% | 5% | 5% | -17 | -3% | 5% | 12% | i | -1%[9.22 µM]
C=CCn1c(SCc2nc3ccccc3[nH]2)nnc1-c1ccc(OC)cc1 | 6% | 7% | 0% | 5 | -10% | 22% | 4.6µM* | i | -8%
CCOC(=O)N1CCN(C(=O)CSc2ccc(C(=O)OC)cc2[N+](=O)[O-])CC1 | 0% | -10% | 0% | -12 | · | 2% | 5% | i | -16%
O=c1[nH][nH]cc1C=NCc1cccnc1 | 3% | 10% | 4% | 28 | · | 0% | 8% | i | -6%
CCOC(=O)c1ccc(NC(=S)NCc2ccc(S(N)(=O)=O)cc2)cc1 | -13% | 1% | 2% | -27 | 5% | -2% | ? | i | ?
CC1(C(=O)Nc2ccccc2Br)CCN1C(=O)Cc1ccccc1Cl (configuration not stated) | 0% | ? | 19% | 11 | 8% | · | 6% | i | ·
CC(C)(C)C(=O)Nc1cccc(C(=O)c2cccc(NC(=O)C(C)(C)C)c2)c1 | 9% | -4% | -4% | -1 | 7% | -11% | ? | i | ?
O=C(CN(Cc1ccc2c(c1)OCO2)C(=O)CSc1nc2ccccc2o1)NC1CCCCC1 | -5% | 6% | 5% | -7 | -3% | 7% | -7% | ? | -3%
COc1cccc(NC(=O)CN(C)C(C)C(=O)Nc2ccc(S(=O)(=O)N3CCCC3)cc2)c1 (configuration not stated) | 8% | -9% | -14% | -6 | -23% | 1% | -25% | ? | -1%
O=C1c2ccccc2C(Nc2ccc(Cl)cc2)N1CCN1CCOCC1 (configuration not stated) | -4% | -21% | 3% | -5 | 1% | 6% | -12% | i | 3%
O=C1C=CN2CCCCC2CC1 (configuration not stated) | 0% | 2% | 0% | 66 | -8% | -5% | 0% | i | -38%[inhibitor]

Filtered by structure: the entries above containing a halogen.
SMILES | KB-3-1 cytotox | HT1080-NT tox | HT1080 IDH1KD tx | IL-1B inflam inh | ATXN2 expr inh | MCF10A rerep | KB-V1 MDR tox | ATXN viability | SW480 rereplic
COC(=O)C(NC=O)C(O)(Cc1ccccc1)C(F)(F)F (configuration not stated) | -5% | -6% | -2% | 40 | 35% | 1% | 1% | i | 2%
O=C(Nc1ccc(Cl)cc1F)C1CCN(S(=O)(=O)c2cccnc2)CC1 | -5% | 3% | 8% | 15 | -9% | -11% | -8% | i | 1%
CC1(C(=O)Nc2ccccc2Br)CCN1C(=O)Cc1ccccc1Cl (configuration not stated) | 0% | ? | 19% | 11 | 8% | · | 6% | i | ·
O=C1c2ccccc2C(Nc2ccc(Cl)cc2)N1CCN1CCOCC1 (configuration not stated) | -4% | -21% | 3% | -5 | 1% | 6% | -12% | i | 3%

Next part:
SMILES | KB-3-1 cytotox | HT1080-NT tox | HT1080 IDH1KD tx | IL-1B inflam inh | ATXN2 expr inh | MCF10A rerep | KB-V1 MDR tox | ATXN viability | SW480 rereplic
COc1cc(C(=O)Nc2ccc3oc(-c4ccccc4)nc3c2)cc(OC)c1OC | -13% | · | · | · | ? | · | 8.2µM* | ? | ·
O=C1c2cccnc2C(=O)N1Cc1ccc(F)cc1 | -1% | -10% | 7% | 31 | 10% | 2% | 1% | i | -14%
CC(=O)Nc1ccc(S(=O)(=O)N(C)CC(=O)OCC(=O)NC(C)C23CC4CC(CC(C4)C2)C3)cc1 (configuration not stated) | 5% | 0% | 2% | 0 | 0% | 0% | 6% | ? | ·
CCc1cccc(-n2nnc(-c3nsc(NC(=O)c4cccc(OC)c4)n3)c2C)c1 | ? | · | · | · | -30% | · | -8% | i | ·
CN(c1ccccc1)S(=O)(=O)c1ccc(C(=O)NCc2ccc(F)cc2)cc1 | ? | -5% | -3% | -51* | -15% | 2% | 5% | i | ?
Cc1cc(C(=O)OCC(=O)Nc2cc(S(=O)(=O)N(C)C)ccc2Cl)c2ccccc2n1 | ? | -6% | -6% | 4 | -9% | 1% | 0% | i | 0%
O=c1oc(/C=C/c2ccco2)nc2sc3c(c12)CCC3 | -5% | 2% | 7% | 10 | 42%[activator] | 0% | ? | i | -4%
COc1cccc(C(=O)/C=C/Nc2ccc(S(=O)(=O)Nc3nc(C)cc(C)n3)cc2)c1 | 21% | -1% | 3% | 17 | -11% | ? | 0% | i | -4%
CC(=O)Nc1ccc(NC(=O)c2ccccc2-n2cnnn2)cc1 | -10% | 4% | 2% | 10 | 1% | -26% | -21% | i | -2%
FC(F)(F)c1nnc(-c2ccccc2)nc1Sc1ccccc1 | -1% | ? | ? | -121* | ? | 5.2µM* | -20% | · | ?
Cc1ccc(OCc2ccc(C(=O)Nc3nccs3)o2)cc1C | 0% | -6% | -6% | 0 | 26% | -1% | -18% | i | -8%
Cn1ccnc1SCC(=O)Nc1ccc(Oc2ccccc2)cc1 | 0% | -6% | -5% | -8 | 27% | ? | -26% | i | -3%
COc1ccc(Cl)cc1C(=O)NCc1ccco1 | -6% | 8% | 11% | ? | -3% | -5% | -3% | ? | -18%
CN(Cc1cn(C)nc1-c1ccccc1F)Cc1nccn1C | -7% | 12% | 17% | 27 | 0% | -2% | 8% | i | 3%
Cc1ccc2cc(C#N)c(SCC(=O)NCC3CCCO3)nc2c1 (configuration not stated) | -3% | 11% | 10% | 21 | -10% | 3% | -7% | i | 1%
C[C@@H]1CN([C@H](C)CO)C(=O)c2cc(NC(=O)Nc3ccc(F)cc3)ccc2O[C@@H](C)CCCCO[C@H]1CN(C)Cc1ccc(C(=O)O)cc1 | 0% | -1% | 4% | 22 | 10% | · | ? | i | ·
Cc1ccc(NC(=O)COC(=O)C2CCC(=O)N2)c(S(=O)(=O)N2CCOCC2)c1 (configuration not stated) | -5% | -9% | -5% | -26 | 2% | 0% | 13% | i | -15%
O=C1CC(N(Cc2ccco2)C(=O)Nc2ccc(F)cc2)C(=O)N1c1ccc(F)cc1 (configuration not stated) | 2% | 8% | 1% | 7 | 9% | -1% | 6% | i | -8%
CC1(C)Cc2cccc(OCC(=O)Nc3ccc(OCC(N)=O)cc3)c2O1 | -1% | 25% | -2% | -13 | 4%[11.3 µM] | 0% | 13% | ? | 17%
O=C(CSc1ncn[nH]1)NCCc1ccc(Cl)cc1Cl | 18% | -15% | -17% | -7 | -11% | 1% | -9% | i | 0%
COc1ccc(-n2c(SCC(=O)NCC3CCCO3)nc3c(c2=O)SCC3)cc1 (configuration not stated) | 5% | -2% | 7% | -5 | -7% | 0% | ? | ? | -5%
COc1cc(C(=O)NCc2ccc(S(N)(=O)=O)cc2)ccc1OCC(=O)Nc1cccc(C(F)(F)F)c1 | 14% | -15% | -12% | 6 | 2% | ? | 22% | ? | ?
COc1ccc(-c2nnn(CC(=O)N(CCCO)C(C(=O)NC3CCCC3)c3ccc(F)cc3)n2)cc1 (configuration not stated) | 2% | -5% | -4% | ? | -19% | -33%[inhibitor] | -17% | i | -2%
Cc1nc2ccc(S(=O)(=O)NCC(=O)N(C)Cc3ccccc3)cc2s1 | -4% | 22% | -3% | 9 | 3%[11.3 µM] | -1% | ? | i | -2%
Cc1nc2c(cc(Oc3ccc(S(=O)(=O)N4CCOCC4)cn3)c3ccsc32)s1 | -4% | 0% | -5% | -4 | 38%[activator] | 2% | ? | i | -6%
COc1cccc(/C=N/NC(=S)NC2CC3CC2C2C=CCC32)c1O (configuration not stated) | 4% | -3% | -11% | · | -22% | ? | -27% | i | 14%
CCn1cc(S(=O)(=O)CC(=O)Nc2ccc3c(c2)OCO3)c2ccccc21 | ? | -7% | 0% | -26 | -29% | 0% | ? | i | -3%
O=C(O)CSc1ccn(Cc2ccccc2)c1 | -26% | 4% | 12% | -10 | · | · | -6% | i | ·
COc1ccc(CCN(Cc2cc3cccc(C)c3[nH]c2=O)C(=O)N2CCCC2)cc1OC | -5% | -20% | 1% | -1 | -8% | 16% | 0% | i | 11%
O=C(NCCCN1CCCC1)C1CCN(C(=O)c2cc3sccc3n2Cc2ccc(F)cc2)CC1 | 1% | ? | ? | 4 | 12% | 0% | -1% | i | ?
COc1ccccc1CCC(=O)Nc1cccc(S(=O)(=O)N2CCCC2)c1 | · | -14% | -21% | 4 | -4% | 1% | · | i | 0%
